Lipid storage S3 – qHTS Assay for Lipid Storage Modulators in Drosophila S3 Cells; 320,000 compounds, 0.64% hits; Drosophila S3 cells, BODIPY lipid droplet fluorescence, 18-24 h; cells fed with added oleic acid; lipid storage change, negative = inhibition, % at the top dose, mostly 46.1 µM; hits show Potency in µM; active = well fitted inhibition curve with a large enough effect in the signal ratio, with a control signal flat, not every such curve was filed as active; inconclusive = small, poorly fitted or top-dose-only effect, or effect the other way, or a change in a side signal; the % refers to the signal ratio
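Drosophila S3 cells loaded with oleic acid (400 uM, as added) and compounds at several concentrations; lipid droplets imaged by 488-nm laser-scanning cytometry, 500–530 nm intensity and object ratio to cell channel. Percent activity normalized to 20 uM Triacsin C.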
Lipid storage S3 cell count max – second read-out of Lipid storage S3, no call of its own (marks repeat the call); cell number change, %; measured here: cell count max response;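 cells counted by Cell Tracker Red CMTPX staining in the red channel; peak over a dose series mostly up to 46.1 µM; percent activity relative to internal control wells on each plate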
* marks the source's active call; other numbers are inactive results; i = inactive; ? = inconclusive; nt = not tested or not shown. % is scaled to controls: 0 for no effect and ±100 for the full control effect; potency is read from the fitted curve at half-maximal effect. Not all compounds are listed. The share of hits here may be higher or lower than overall.

Start of the listing, in advance, two compounds:
smiles,Lipid storage S3,Lipid storage S3 cell count max
COc1ccc(C)cc1N(CC(=O)NCCSCc1ccco1)S(=O)(=O)c1ccc(C)cc1,?,nt
Cc1onc(C(=O)NCCc2ccccc2)c1[N+](=O)[O-],4%,18

All compounds of this part (from the top)
smiles,Lipid storage S3,Lipid storage S3 cell count max
COc1ccc(C)cc1N(CC(=O)NCCSCc1ccco1)S(=O)(=O)c1ccc(C)cc1,?,nt
Cc1onc(C(=O)NCCc2ccccc2)c1[N+](=O)[O-],4%,18
CCCCNC(=O)CSc1nc2ccccc2c(=O)n1C1CCCC1,?,nt
COc1cccc(NC(=O)CNc2cc(S(=O)(=O)N3CCOCC3)ccc2N2CCCC2)c1,?,nt
O=C(/C=C/c1cccnc1)c1ccccc1O,?,nt
O=C(Nc1ccccc1F)c1ccccc1-c1ccc(C(F)(F)F)cc1,?,nt
COc1cccc(NC(C(=O)Nc2cccc(C(C)=O)c2)c2ccccc2)c1 (stereo not drawn),20%,-5
O=C(c1cc(-c2ccc(Cl)c(Cl)c2)on1)N1CCN(c2ccccc2)CC1,-3%,-3
CCc1ccccc1NC(=S)NN,?,nt
N/C(=N\OC(=O)c1ccc(F)cc1)c1ccccc1,20%,-15
Cc1cc(OC(C)C(=O)NC(Cc2c[nH]c3ccc(O)cc23)C(=O)O)c2c(C)c(C)c(=O)oc2c1 (stereo not drawn),0%,15
COC(=O)NNC(=O)c1ccccc1C,26µM*,-4.0*
C/C(=N/OC(=O)c1ccccc1)c1oc(C)nc1C,-3%,nt
COc1ccc(NC(=S)NCC(c2ccco2)N2CCCC2)cc1 (stereo not drawn),4%,19
Cc1ccc(CNC(=O)C2(C)Oc3ccccc3NC2=O)cc1 (stereo not drawn),18%,-6
CCn1nnnc1-c1ccc(OC)c(S(=O)(=O)NCc2ccccc2)c1,i,14
Cc1cc(C)nc(NC(=O)c2ccc([N+](=O)[O-])c(C)c2)n1,i,-7
COc1cccc(CN(C)C(=O)CCNC(=O)c2ccco2)c1,?,nt
COc1ccc(-c2csc(Nc3ccc(S(N)(=O)=O)cc3)n2)cc1,?,nt
O=C(CO/N=C1\CCCc2nonc21)Nc1ccccc1Cl,?,nt
Cc1nc(SCC(=O)Nc2ccnc3ccccc23)n[nH]1,?,nt
Cc1ccccc1OCc1nnc(SCC(=O)Nc2ccc3c(c2)OCO3)n1C,?,nt
NC(=O)Cn1c(=O)n(Cc2ccco2)c(=O)c2c3c(sc21)CCCCC3,6%,14
COc1ccc(N2C(=O)CC(N3CCC(O)(c4ccc(Br)cc4)CC3)C2=O)cc1 (stereo not drawn),?,nt
CC(C)c1ccc(NC(=O)CSc2nc(-c3ccccc3F)nc3nc[nH]c23)cc1,?,nt
CCOC(=O)CSc1nc(C(C)C)nc2sc(C)c(C)c12,19%,-6
CCC(=O)Nc1ccc(NC(=O)CSc2nnnn2-c2ccc3c(c2)OCCO3)cc1,8%,5
S=C(NCCCc1ccccc1)NC1CCCCC1,-20%,27
COc1cc(OC)c(OC)cc1CNC(=O)CCN1C(=O)c2cccc([N+](=O)[O-])c2C1=O,?,nt
C#CCN1C(=O)C(O)(CC(=O)/C=C/C=C/c2ccccc2)c2ccccc21 (stereo not drawn),?,nt
CC(=O)Nc1ccc(S(=O)(=O)N2CCc3c(Cl)cccc3C2)cc1,?,nt
CC1CN(S(=O)(=O)c2cccc(C(=O)OCC(=O)NCc3ccccc3)c2)CC(C)O1 (stereo not drawn),?,nt
NC(=S)N/N=C/c1ccc(-c2ccccc2)o1,?,nt
COc1cccc(CNC(=O)CCNS(=O)(=O)c2cccc3nonc23)c1,i,-14
CCOC(=O)n1c(SCC(=O)N(CC)CC)nc2ccccc21,?,nt
Fc1cc(Br)ccc1Nc1nc2ccccc2n2nnnc12,?,nt
CC1(c2ccc(Cl)cc2)NC(=O)N(CC(=O)NCCC2=CCCCC2)C1=O (stereo not drawn),?,nt
COc1ccc(C(CNC(=O)c2cccc(NS(=O)(=O)c3ccc(C)c(F)c3)c2)N(C)C)cc1 (stereo not drawn),?,nt
CCC(=O)N1c2ccc(S(=O)(=O)N3CCOCC3)cc2CC1C (stereo not drawn),?,nt
Nc1ccccc1SC1CC(=O)N(Cc2ccccc2)C1=O (stereo not drawn),1%,nt
O=C(Nc1ccc(N2CCN(C(=O)c3cccs3)CC2)cc1)c1cccnc1,?,nt
COC(=O)c1ccc(C(NC(=O)OCc2ccccc2)/C(F)=C/[C@@H](C)C(=O)NCc2ccc(-c3ccccc3)cc2)cc1 (stereo partly drawn),?,nt
O=C(COC(=O)c1nc(Cl)ccc1Cl)NNC(=O)c1ccccc1,?,nt
CCOc1ccccc1C(=O)OCC(=O)NCC1CCCCC1,?,nt
COc1ccc(Oc2coc3cc(OC(=O)N4CCOCC4)ccc3c2=O)cc1,i,nt
COc1ccc(N(CC(=O)NCc2ccccc2Cl)S(=O)(=O)c2c(C)n[nH]c2C)cc1,?,nt
COC(=O)N1C(=O)[C@](Cc2ccccc2)(c2ccccc2)N1C(=O)OC,i,-1
COC(=O)c1ccc(/C=N/NC(=S)NC(C)C)cc1,21%,-1
COC(=O)c1ccccc1NC(=O)COC(=O)c1cccnc1,?,nt
C=CCN(CC=C)CC(O)Cn1c2ccccc2c2ccccc21 (stereo not drawn),?,nt

(next part)
smiles,Lipid storage S3,Lipid storage S3 cell count max
S=C(NCCN1CCOCC1)NC1CCCC1,?,nt
CNC(=O)Nc1ccccc1C(=O)NCc1ccccc1,?,nt
O=C(NN1CCOCC1)c1ccc(Cl)cc1[N+](=O)[O-],?,nt
CC1(C)CC(N2CCCCC2)=CC(=[N+]2CCCCC2)C1,?,nt
CCOC(=O)N1CCN(C2CC(=O)N(c3ccc(Oc4ccccc4)cc3)C2=O)CC1 (stereo not drawn),i,nt
COc1ccc(NC(=O)Cn2cc(C(=O)C3CC3)c3ccccc32)cc1,?,nt
Cc1coc2c1c(C)cc1oc(=O)c(CC(=O)NCCCN3CCCC3=O)c(C)c12,?,nt
CCOc1ccc(N2C(=O)CC(N3CCN(C4CCc5ccccc5C4)CC3)C2=O)cc1 (stereo not drawn),?,nt
O=C(COC(=O)C1CCN(c2ccc(C(F)(F)F)cn2)CC1)Nc1ccc(Cl)cn1,?,nt
CN1C(N)=NC(=O)/C1=C\c1ccc(Br)cc1,7%,7
CN1CCN(CC(=O)Nc2nnc(-c3cccs3)s2)CC1,-3%,-20
Cc1ccc(C(=O)C2CCN(CC(=O)Nc3nc(C)cs3)CC2)cc1,?,nt
CCC(=O)Nc1ccc(C=C(C(C)=O)C(C)=O)cc1,?,nt
CN(C)/C=C(\C=O)c1onc(-c2ccccc2Cl)c1C#N,?,nt
O=C(Nc1ccc(Cl)cc1Cl)c1csc(-c2cccnc2)n1,0%,7
COCc1cc(=O)n2[nH]c(C(C)(C)C)cc2n1,-2%,0
Cc1ccc(NCc2ccncc2)c(Br)c1,22%,nt
C=CCOC(=O)C1=C[C@@H](c2coc3ccccc3c2=O)C[C@@H](OCc2ccc(CO)cc2)O1,?,nt
C=CCOc1c(Br)cc(C2NC(=O)NC(C)=C2C(C)=O)cc1OCC (stereo not drawn),-2%,17
Cc1cc(C(=O)O)ccc1-c1ccc(CO)o1,i,-17
Cc1ccc(Nc2nc(Cl)c(C=O)s2)cc1Cl,-14%,nt
O=C(O)c1cncc(C#CCC2CCCCC2)c1,0%,-14
CCn1c(-c2csc3c2CCCC3)n[nH]c1=S,?,nt
O=S(=O)(NCc1ccccc1)c1ccc(S(=O)(=O)N(Cc2ccccn2)Cc2ccco2)cc1,?,nt
O=C(COC(=O)c1ccc(F)c(S(=O)(=O)N2CCOCC2)c1)NCCc1ccccc1,?,nt

Profiles, quoted from the list:
S=C(NCCN1CCOCC1)NC1CCCC1 is listed as Lipid storage S3 = ?; Lipid storage S3 cell count max = nt
C=CCOC(=O)C1=C[C@@H](c2coc3ccccc3c2=O)C[C@@H](OCc2ccc(CO)cc2)O1 is listed as Lipid storage S3 = ?; Lipid storage S3 cell count max = nt
O=C(NN1CCOCC1)c1ccc(Cl)cc1[N+](=O)[O-] is listed as Lipid storage S3 = ?; Lipid storage S3 cell count max = nt

Carrying on.
smiles,Lipid storage S3,Lipid storage S3 cell count max
O=C(COc1ccccc1Cl)Nc1cccc(S(=O)(=O)N2CCCC2)c1,?,nt
Cc1ccc(/C=N/Nc2nc(C)cc(C)n2)cc1,12%,-8
CC(C)Cc1ccc(C(C)C(=O)N2CCOCC2)cc1 (stereo not drawn),i,nt
COc1ccc(S(=O)(=O)N2CC(C)N(S(=O)(=O)c3ccc(OC)cc3)CC2C)cc1 (stereo not drawn),-16%,-8
Cc1ccc(-c2nn(CC(=O)N(C)C)c(=O)c3ccccc23)cc1S(=O)(=O)N(C)C,?,nt
O=C(NC1CCCCCCC1)c1cc(-c2ccccn2)nc2ccccc12,?,nt
CC1CCCN(C(=O)/C(=C/c2ccco2)NC(=O)c2ccccc2)C1 (stereo not drawn),?,nt
CCO/C(C)=N/n1c2nc3ccccc3nc2c2c(=O)n(Cc3ccccc3Cl)c(C)nc21,?,nt
COc1cc(Cl)c(C)cc1NC(=O)CCCn1c(=O)oc2ccccc21,?,nt
Cc1nc(Cl)sc1C(=O)Nc1ccc(Cl)cc1,?,nt
Cc1ccccc1N1C(=O)[C@@H]2Cc3ccccc3CN2C1=O,i,-6
CCc1cc(=O)oc2cc(OCC(=O)N3CCC[C@H]3C(=O)O)ccc12,?,nt
Cc1cccc2nc(CSc3nc4ccc([N+](=O)[O-])cc4[nH]3)cn12,-9%,-4
CCCC(/C=C/c1ccc(OC(C)=O)cc1)=C1/c2ccccc2C(=O)N1c1ccccc1,?,nt
COc1ccc(/C=C(/NC(=O)c2ccc(C)cc2)C(=O)NCC2CCCO2)cc1 (stereo not drawn),-5%,-25
COc1ccccc1CC1(C)NC(=O)N(CC(=O)N2CC(C)OC(C)C2)C1=O (stereo not drawn),?,nt
CC1CCC(NC(=O)COc2ccc(C(=O)c3ccccc3)cc2)CC1 (stereo not drawn),18%,nt
CN(CC(=O)Nc1nc2ccccc2s1)S(=O)(=O)c1ccc(Cl)cc1,?,nt
Cc1ccc(NC(=O)C2COc3ccccc3O2)cc1C (stereo not drawn),?,nt
COC(CNC(=O)CNC(=S)N(Cc1ccccc1)Cc1cccs1)OC,?,nt
Cc1cccnc1NC(=S)NCCc1ccccc1,11%,15
Cc1ccc(CNC(=O)C2CCCN2S(=O)(=O)c2ccc(Cl)cc2)cc1 (stereo not drawn),?,nt
O=C(c1cccc([N+](=O)[O-])c1)c1ccc2c(c1)C(=O)NC2=O,?,nt
CC(C)Sc1nc2c(cnn2-c2ccccc2)c(=O)[nH]1,6%,-8
COC(C[C@@H]1O[C@@H]1[C@H](O)[C@@H](C)OCc1ccccc1)OC,-1%,9
COC(=O)C1=C(C)N(Cc2ccccc2)C(=NCc2ccccc2)N[C@H]1c1cccc(F)c1,-22%,-6
O=C(COC(=O)c1cccc(S(=O)(=O)N2CCCCCC2)c1)Nc1ccccc1C(F)(F)F,?,nt
O=S(=O)(O)c1nc2ccccc2n1Cc1cccc2ccccc12,?,nt
COCCNC(=O)c1ccc(CS(=O)(=O)c2ccc(C)cc2)o1,?,nt
COc1ccc(Cc2nnc(NC(=O)CSc3ccccc3)s2)cc1OC,?,nt
CN(CC(=O)N1CCN(c2ccc(F)cc2)CC1)S(=O)(=O)c1ccc2c(c1)c(=O)n(C)c(=O)n2C,6%,13
Cc1cccc(NC(=O)[C@H](Cc2c[nH]c3ccccc23)NC(=O)[C@@H]2Cc3ccccc3CN2)c1,?,nt
CC12CCC(C(=O)N3CCCCC3)([C@H](Br)C1=O)C2(C)C (stereo partly drawn),-4%,1
Cc1ccccc1NC(=O)NCC1CCN(c2ccc(S(=O)(=O)N3CCOCC3)cc2)CC1,?,nt
CCCc1nc(-c2cc3ccccc3[nH]c2=O)no1,4%,-5
CCOc1ccc(N(C(=O)CNC(=O)c2ccco2)C(C(=O)NCC2CCCO2)c2ccccc2)cc1 (stereo not drawn),?,nt
CN(C)c1ccc(C2C3C(=O)NC(=O)C3ON2c2ccc(Cl)cc2)cc1 (stereo not drawn),?,nt
COc1ccc(CCN(C)C(=O)C2CCN(Cc3cccc(OC)c3OC)CC2)cc1OC,12%,8
Cc1cccc(CSc2nc3c(cc2C#N)CCC3)c1,12%,-5
N#Cc1c(NC(=O)C2CC(c3ccccc3O)=NO2)sc2c1CCC2 (stereo not drawn),12%,2
COc1cc2c(cc1OC)C(c1cccs1)N(C(=O)C(C)C)CC2 (stereo not drawn),1%,14

Already shown: an excerpt of the list.
smiles,Lipid storage S3,Lipid storage S3 cell count max
COC(=O)C1=C(C)N(Cc2ccccc2)C(=NCc2ccccc2)N[C@H]1c1cccc(F)c1,-22%,-6
O=C(COC(=O)c1cccc(S(=O)(=O)N2CCCCCC2)c1)Nc1ccccc1C(F)(F)F,?,nt
